High-throughput results deposited in PubChem BioAssay by The Scripps Research Institute Molecular Screening Center.
OXTR potentiate – potentiators of human oxytocin receptor; activation, % at 3 µM; CHO-OTR cells, Fluo-8 calcium fluorescence, potentiator mode; 0% = oxytocin EC15, 100% = EC100; AID 2445; P30559; 320,000 compounds, 0.061% hits;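 active means activation above that plate's cutoff, the mean activation of tested compounds plus 3 SD, cut at about 6.6% in these data, passing the limit was not always enough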;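 further: 100% uses oxytocin at 75 nM as the full agonist control; some results filed as inactive read as strong as hits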
Target sequence (P30559 whole entry, looked up): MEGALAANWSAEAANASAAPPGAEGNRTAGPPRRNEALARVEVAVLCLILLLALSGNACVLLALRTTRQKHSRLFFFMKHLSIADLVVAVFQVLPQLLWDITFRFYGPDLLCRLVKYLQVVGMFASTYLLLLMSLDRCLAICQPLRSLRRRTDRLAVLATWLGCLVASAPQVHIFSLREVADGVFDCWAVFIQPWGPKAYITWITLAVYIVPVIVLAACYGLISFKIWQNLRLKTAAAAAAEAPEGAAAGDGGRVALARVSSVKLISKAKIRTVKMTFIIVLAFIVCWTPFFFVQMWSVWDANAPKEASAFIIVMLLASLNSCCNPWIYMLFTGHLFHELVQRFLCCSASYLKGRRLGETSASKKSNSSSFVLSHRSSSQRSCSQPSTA
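Dosing: Single dose, 3.0 µM nominal final compound concentration | Material: Human OTR in CHO cells | Technique: Kinetic Fluo-8 calcium fluorescence | Benchmarks: EC15 oxytocin alone as 0%, 75 nM oxytocin as 100% | Probe or stimulus: Oxytocin at about EC15, sub-maximal agonist stimulus | Incubation: Compound 6 min at room temperature before oxytocin, 100 s read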
CHO-K1 Ca PAM – M1 PAM counterscreen hit in parental CHO-K1 cells. AID 602247. ATP EC20, Fluo-8 calcium fluorescence; 0% at ATP EC20, 100% at ATP max. 360,000 compounds, 0.02% hits. activation, % at 3 µM;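 active means activation above the run cutoff, the mean activation of all test compounds plus 3 SD, cut at about 40% in these data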;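 further: peak over basal fluorescence ratio in a 140 s read after ATP addition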
TAAR1 antag – human TAAR1 antagonism | 360,000 compounds, 1.5% hits | inhibition, % at 3 µM | CHO RD-HGA16 TAAR1, Fluo-8 calcium fluorescence, antagonist;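 active means inhibition above a per-plate cutoff, the mean inhibition of test compounds on that plate plus 3 SD, cut at about 49% in these data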;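 further: 0% = DMSO plus EC80 beta-PEA response and 100% = DMSO alone without agonist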
Target sequence (Q96RJ0 whole entry, looked up): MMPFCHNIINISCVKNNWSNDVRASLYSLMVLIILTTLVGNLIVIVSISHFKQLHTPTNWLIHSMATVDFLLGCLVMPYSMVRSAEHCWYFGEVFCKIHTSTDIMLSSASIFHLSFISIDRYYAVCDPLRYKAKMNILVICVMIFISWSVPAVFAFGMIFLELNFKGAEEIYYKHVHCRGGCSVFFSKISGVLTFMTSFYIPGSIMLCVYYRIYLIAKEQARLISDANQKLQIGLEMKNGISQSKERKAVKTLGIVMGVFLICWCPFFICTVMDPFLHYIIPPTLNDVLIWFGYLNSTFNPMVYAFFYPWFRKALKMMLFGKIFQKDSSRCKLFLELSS
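Test system – hTAAR1-expressing CHO RD-HGA16 cells, Gα16-coupled · Reagent – β-PEA at EC80 concentration, post-compound challenge · Compound dosing – 3 µM, single point · Timing – 140 s kinetic read after compound, 140 s after agonist · Detection – Fluo-8 intracellular calcium dye fluorescence, real-time kinetic reads · Control set – DMSO and EC80 PEA controls · Repeats – n of 1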
TAAR1 agonist – human TAAR1 agonism. Q96RJ0. CHO RD-HGA16 TAAR1, Fluo-8 calcium fluorescence; vehicle wells 0%, saturating PEA agonist 100%. activation, % at 3 µM. 360,000 compounds, 0.99% hits. AID 624467;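 active means activation above the mean activation of all test compounds in the run plus 3 SD, cut at about 38% in these data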
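Test system: RD-HGA16 (CHO) cells co-expressing Gα16 and hTAAR1; dosing: one-point dosing at 3 µM (nominal); timing: 17-24 h seeding, 75 min 37 °C dye, 30 min RT; signal: kinetic Fluo-8 calcium fluorescence; read-out basis: % activation relative to PEA EC100 response; controls: DMSO and PEA EC100; replicates: n 1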
CHO-K1 Ca antag – counter-screen for M1 antagonists: effect in parental CHO-K1 cells | ATP-induced calcium, Fluo-8 fluorescence | inhibition, % at 3 µM | 360,000 compounds, 0.6% hits;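 active means inhibition above a per-plate cutoff, the plate's mean sample inhibition plus 3 SD, cut at about 24% in these data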;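 further: 0% = DMSO plus EC80 ATP and 100% = DMSO alone without ATP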
CHO parental Ca – counter-screen: ATP calcium response change in parental CHO cells; parental CHO-K1, ATP-induced calcium, Fluo-8 fluorescence; inhibition, % at 5.6 µM; 330,000 compounds, 0.63% hits;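 active means inhibition above that plate's mean sample inhibition plus 3 SD, cut at about 26% in these data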;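 further: 0% = ATP-challenged DMSO wells and 100% = DMSO wells without ATP; some compounds past the cut are filed as inactive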
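Test system: untransfected parental CHO cell line; also added: ATP stimulus; dosing: 5.6 µM, single dose; signal: calcium-sensitive Fluo-8 fluorescence; measure: percent inhibition of ATP-evoked calcium rise, normalized to controls; benchmarks: low control ATP plus DMSO, high control DMSO only; replication: one well per compound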
CHRM1 agonist – activates human CHRM1 receptor; P11229; activation, % at 3 µM; 360,000 compounds, 0.33% hits; CHO-K1 hM1, Fluo-8 calcium fluorescence, agonist mode; 0% DMSO, 100% acetylcholine EC100;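 active means activation above the run's mean compound activation plus 3 SD, cut at about 16% in these data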;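 further: peak over basal fluorescence ratio within a 140 s kinetic read after compound addition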
M1 ag parental – M1 agonist counterscreen hit in parental CHO-K1 cells; Fluo-8 calcium fluorescence; scaled to maximal ATP response, vehicle zero; activation, % at 3 µM; 360,000 compounds, 0.48% hits; AID 602248; in the data active means activation above about 15%;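 further: untransfected CHO-K1 host cells lacking M1 receptor as counterscreen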
M1 antag – antagonists of human M1 muscarinic receptor; P11229; CHO-K1 hM1, Fluo-8 calcium fluorescence, ACh EC80 antagonist; inhibition, % at 3 µM; 360,000 compounds, 1.3% hits; AID 588852;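 active means percent inhibition above its own plate's cutoff, namely the mean of that plate's compound wells plus 3 SD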;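 further: peak over basal fluorescence ratio during 140 s after agonist addition; 0% = ACh EC80 plus DMSO and 100% = DMSO alone without agonist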
* marks the source's active call; other numbers are inactive results; . = not tested or not shown; & = joins results of further samples.

SMILES	OXTR potentiate	CHO-K1 Ca PAM	TAAR1 antag	TAAR1 agonist	CHO-K1 Ca antag	CHO parental Ca	CHRM1 agonist	M1 ag parental	M1 antag
Cc1cc(N/N=C/c2c[nH]c3ccccc23)c2ccccc2n1	0	11	-4	-1	-6	-1	-1	0.5	-17
Cc1ccccc1CN(C)C[C@@H]1OCc2cnnn2CCCC(=O)N([C@@H](C)CO)C[C@H]1C	.	0	-8	0	1	.	-10	0.0	-5
CC(=O)Nc1ccc(NC(=O)CSc2nccn2Cc2ccco2)cc1	-6	-19	-12	2	8	-5	-2	0.4	4
CC(C)OC(=O)c1c2c(n3ccccc13)C(=O)c1ccccc1C2=O	-17	14	45	40*	4	16	12	18*	20
O=C(/C=C\Nc1ccc2c(c1)OCO2)c1cccs1	-11	1	-24	18	4	-11	-7	0.8	-4
Cc1ccccc1CS(=O)(=O)CCC(=O)O	-2	18	5	5	-9	-3	-2	1.0	-13
CC1=CC(c2ccc(Cl)cc2)n2nc(NC(=O)CCC(=O)O)nc2N1 (stereo not given)	-5	9	10	-1	-4	-9	-2	0.7	5
COc1ccccc1N(CC(=O)Nc1cccnc1)S(C)(=O)=O	-2	16	2	0	-9	-4	-4	0.3	-14
O=C(CSc1nc2ccccc2c(=O)n1-c1ccccc1)NCc1ccc2c(c1)OCO2	-6	-14	11	10	13	-19	-4	-0.1	-17
CCN(CC(=O)Nc1ccccc1C(F)(F)F)C(=O)c1cc(S(=O)(=O)N2CCCCCC2)ccc1OC	1	17	11	3	-11	-27	-1	1.9	5
O=Cc1ccc(OCC(=O)Nc2ccccc2C(F)(F)F)cc1	-11	-10	8	0	4	7	-5	0.2	7
COc1ccc(C(=O)N2CCC(C(=O)NCc3ccccn3)CC2)cc1	-17	19	11	5	-15	-9	-3	0.6	-12
COc1ccc(N(C(=O)c2ccco2)C(C(=O)NC2CCCC2)c2cccs2)c(OC)c1 (stereo not given)	7	11	-4	-2	-8	-25	-3	0.1	-12
CCc1ccc(NC(=O)c2cnn3c(C(F)F)cc(C)nc23)cc1	-1	16	-5	0	-4	-13	-6	0.1	-5
COC(=O)/C(C#N)=C1/C=Cc2ccccc2N1	4	26	-11	1	-12	-2	-10	0.6	22
CC(C)Cc1nc(SCC(=O)N2CCCCC2)c2c(=O)n(C)c(=O)n(C)c2n1	-5	-2	-7	1	-11	-16	-5	1.6	-12
CC(C(=O)NCC1CCCO1)N(C(=O)c1snc(C(N)=O)c1N)c1ccccc1 (stereo not given)	-3	16	10	9	-11	-6	-6	1.4	-11
Cc1ccc(S(=O)(=O)NC(=O)Nc2cc(C(C)(C)C)on2)cc1	1	-5	-14	1	1	-5	-2	0.2	-14
Cc1cc(N2CCC(C(=O)NC3CCCCC3)CC2)nc(-c2ccccc2)n1	-5	13	11	-1	-2	-8	-3	0.0	-22
CON(C)C(=O)c1ccccc1N(C)C(=O)OC(C)(C)C	-5	4	8	6	-6	8	-1	-0.2	-6
C=C1SC(Nc2c(C)cccc2C)=NC12CCCCC2	-17	-5	-48	4	3	-12	-8	0.8	66*
CC[n+]1ccc(/C=C2\Sc3ccccc3N2CCCS(=O)(=O)[O-])c2ccccc21	-9	11	16	0	-20	8	-5	0.9	3
O=C(NCCCN1CCOCC1)c1cc(S(=O)(=O)N2CCCCC2)ccc1Cl	.	6	-4	2	1	.	-6	-0.6	-14
CCOC(=O)/C=C/S(=O)(=O)c1ccc(NC(C)=O)cc1	4	14	3	10	3	26	-1	0.1	6
CC(Nc1nc(-c2ccc(Cl)cc2)cs1)c1nc2cc(Cl)c(N3CCCCC3)cc2n1CCOCCO (stereo not given)	-11	0	38	10	-14	-15	-1	0.2	4

Brought forward from above: three entries, then new ones.
SMILES	OXTR potentiate	CHO-K1 Ca PAM	TAAR1 antag	TAAR1 agonist	CHO-K1 Ca antag	CHO parental Ca	CHRM1 agonist	M1 ag parental	M1 antag
O=C(NCCCN1CCOCC1)c1cc(S(=O)(=O)N2CCCCC2)ccc1Cl	.	6	-4	2	1	.	-6	-0.6	-14
CCOC(=O)/C=C/S(=O)(=O)c1ccc(NC(C)=O)cc1	4	14	3	10	3	26	-1	0.1	6
CC(Nc1nc(-c2ccc(Cl)cc2)cs1)c1nc2cc(Cl)c(N3CCCCC3)cc2n1CCOCCO (stereo not given)	-11	0	38	10	-14	-15	-1	0.2	4
CCOc1ccc(N=Cc2ccc(N(C)C)cc2)c(O)c1	.	12	.	.	6	.	-1	1.5	0
Cn1c(=O)n(C)c(=O)n(CC(=O)N2CCCCC2)c1=O	2	8	-11	1	7	-7	-4	0.2	-9
CCN1CCCC1CN(Cc1cc2ccc(C)cc2[nH]c1=O)C(=S)Nc1ccc(F)cc1 (stereo not given)	-7	2	12	-1	-9	-35	-4	0.2	-12
COc1ccc(N2CCN(C(=O)CCC(=O)N3CCOc4ccc(C)cc43)CC2)cc1	-4	8	-7	0	-2	-5	-5	1.1	-2
Cc1cc(=O)oc2cc(O[C@@H]3O[C@H](CO)[C@@H](O)[C@H](O)[C@H]3O)ccc12	1	16	-11	2	-16	-5	-6	1.4	-9
Cc1ccc2[nH]c(=O)c3cc(C(=O)NCCC(C)C)sc3c2c1	.	7	-25	-1	-3	.	-5	1.0	-4
CCC(=O)c1ccc(OCC(=O)NC2(C#N)CCCCC2)cc1	-5	3	-17	2	-15	-5	-3	1.0	-9
CCN(C(=O)COc1cccc(-n2cnnn2)c1)C1CCS(=O)(=O)C1 (stereo not given)	1	7	-18	0	-12	-10	-6	0.8	-9
CCCCNC(=O)c1ccccc1Cl	-10	7	-21	1	-2	6	-1	-0.1	-17
CC1=NOC(=O)/C1=C/c1ccc(N(C)C)cc1	-4	.	13	19	.	0	.	.	.
Cc1ccc(C(=O)Nc2cccc(C(F)(F)F)c2)cc1NC(=O)c1nccnc1N	-3	7&18	24&32	1&4	-9&-12	-4	-5&-5	0.2&-0.1	-4&0
Nc1nnc(/C=C/c2cccc([N+](=O)[O-])c2)s1	-10	-18	-4	-1	2	-9	2	-0.4	-8
CN1CCN(NC(=O)c2cccc3ccccc23)CC1	6	9	7	1	-7	-7	-6	0.5	-8
Cc1ccc(N/N=C2\COC(C)(C)CC2=O)cc1	-4	-12	0	0	13	-4	-4	0.1	5
CCCNC(=O)C(Cc1ccc(C(F)(F)F)cc1)NC(=O)c1ccc2ccccc2n1 (stereo not given)	-1	7	5	-1	-7	-34	-7	-0.2	9
CC(C)Cc1ccc(C2=CSC3=NCCN23)cc1	-7	26	-28	12	-13	-8	-6	1.9	-15
COc1ccc(N2C(=O)C(=O)/C(=C(/O)c3ccc(C)cc3)C2c2cccnc2)cc1 (stereo not given)	-7	15	0	1	-5	15	-4	0.2	-13
CSC1=NCCN1C(=O)Cc1ccc(F)cc1	-6	-9	-20	1	-11	-6	13	0.2	-2
CCc1cc(C(=O)N2CCN(C(=O)c3ccccc3)CC2)sc1C	.	3	-16	0	-9	.	-8	0.5	-2
CSCCCNC(=S)N(C)CC(=O)Nc1ccc(C)cc1	0	-8	-29	1	-6	-10	-6	0.2	-3
CCOc1ccc(-n2cc(C(=O)N3CCCCCC3)c3cc(OC)c(OC)cc3c2=O)cc1	-1	14	5	7	-4	-18	-6	0.2	-7
[O-]C(=C(C(=S)Nc1cccc2ccccc12)[n+]1cccc(CO)c1)c1ccc(Cl)s1	.	-10	-7	1	1	.	-7	-0.2	1
CCN(CC)CCNc1ncnc2c1sc1nc(N3CCOCC3)c3c(c12)CC(C)(C)SC3	-1	0	0	7	4	-8	-6	-0.4	14
CCOC(=O)[C@]12CCC=C1N(Cc1ccco1)C(=O)[C@H](CC(=O)NCCCOC)C2	.	10	-2	4	-6	.	.	0.8	.
CC1(C(=O)NS(=O)(=O)Cc2ccccc2C(F)(F)F)CCN1C(=O)c1cccc(F)c1 (stereo not given)	.	-11	-10	2	8	.	2	0.0	-5

Further results.
SMILES	OXTR potentiate	CHO-K1 Ca PAM	TAAR1 antag	TAAR1 agonist	CHO-K1 Ca antag	CHO parental Ca	CHRM1 agonist	M1 ag parental	M1 antag
Cc1csc(NC(=O)CSc2nncs2)n1	-6	-14	-5	1	6	4	-2	0.5	-9
COc1ccc(C(CC(=O)O)NC(C)=O)cc1OC (stereo not given)	-1	9	8	6	4	-12	0	0.1	-4
CCCNC(=O)COc1coc(CN2CCN(c3cccc(Cl)c3)CC2)cc1=O	-7	8	-27	1	-9	-7	-4	2.9	5
CCOC(=O)CSC1=Nc2ccccc2C2=NC(CC(=O)NCc3ccccc3)C(=O)N12 (stereo not given)	-7	12	-21	8	-13	-24	-4	0.3	-6
C#CCOCCOCCOCCNc1nc(N2CCN(C(=O)[C@H](CCCCN)n3cc(CC(C)O)nn3)CC2)nc(N2CCN(C(=O)[C@H](Cc3ccc(O)cc3)n3cc(CCO)nn3)CC2)n1 (stereo not given in full)	.	2	11	16	-4	.	-3	0.4	4
CN(C)S(=O)(=O)c1ccc2c(c1)c(=O)c(C(=O)N1CCOCC1)cn2C	-6	5	-6	2	-7	-5	-1	0.4	-16
CCCC(=O)N1CCC1(C)C(=O)Nc1ccccc1-c1ccccc1 (stereo not given)	.	4	-6	0	0	.	-3	-0.3	-8
COc1ccc(N(CC(=O)N/N=C/c2cccc(OC)c2OC)S(=O)(=O)c2ccccc2)cc1	-20	10	31	5	-20	-21	-5	3.5	-5
CC(=O)Nc1sc2c(c1C(c1ccncc1)N1CCOCC1)CCCC2 (stereo not given)	-13	-1	-14	4	6	-17	-5	-0.1	-4
Cc1ccc(Oc2nc3c(c(=O)n(C)c(=O)n3C)n2C)cc1C	-23	28	-1	10	-20	-5	-4	1.1	-4
CCOC(=O)c1cn(CC)c2cc(N3CCSCC3)c(F)cc2c1=O	-4	12	-5	3	-10	-7	-3	0.2	-30
CC(=O)c1ccc(OC(=O)c2ccc(-n3nc(C)cc3C)cc2)cc1	-26	15	20	18	-6	1	-11	2.8	-3
COc1cc(C(=O)Oc2ccc(Br)cc2C(=S)N2CCOCC2)cc(OC)c1OC	-15	9	15	0	-10	-17	-6	1.1	-15
N#C/C(C(=O)NCc1ccccc1)=C1/N=C(NC(=O)c2ccco2)c2ccccc21	-1	18	-15	3	-4	-3	-3	17*	-7
